# Screening results deposited in PubChem BioAssay by Broad Institute.
# LGR2 antag – inhibitors of bursicon-induced LGR2 CRE-luciferase signal, primary screen, cell-based, HEK293, CRE-luciferase reporter, bursicon stimulation; Drosophila bursicon receptor LGR2 (rickets); bursicon-stimulated, 4 h; inhibition, % at 9.99 µM; actives 0.35% (n = 380,000);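 active = drop in luminescence signal, shown as inhibition above about 50% in the replicate tests, limit read from the data, passing the limit was not always enough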;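 note: agonist challenge used bursicon conditioned medium at about half maximal strength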
# esBAF inh – Bmi1 luciferase reporter increase in mESCs, primary screen, esBAF inhibitor project, mouse ES cells, Bmi1 luciferase knock-in, single point | 24 h; 100% = twice the neutral-well signal | reporter increase, % at 12.5 µM | actives 2% (n = 350,000) | AID 602393, 2012; in the data active = activation above about 40%;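 note: 0% = median of the plate's neutral control wells and 100% = double that signal; a rise in the Bmi1 reporter signal indicates esBAF inhibition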
# CASP6 VEID inh – human caspase-6 inhibitors, primary screen, biochemical, VEID-R110 fluorescence, single point, set 2. actives 0.53% (n = 350,000). P55212. inhibition, % at 12.5 µM. purified caspase-6, Z-VEID-R110 cleavage fluorescence. AID 686996, 2013;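 active = mean inhibition across replicates at least about 35%, with every replicate also reaching that limit, limit read from the data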;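 note: 0% = median of neutral control wells and 100% = no fluorescence left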
# Target sequence (P55212 24-179 limits assumed): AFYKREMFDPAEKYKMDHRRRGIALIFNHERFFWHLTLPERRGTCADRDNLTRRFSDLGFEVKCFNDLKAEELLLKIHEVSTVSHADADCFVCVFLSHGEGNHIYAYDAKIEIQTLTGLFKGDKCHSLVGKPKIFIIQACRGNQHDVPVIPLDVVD
# Target sequence (P55212 194-293 limits assumed): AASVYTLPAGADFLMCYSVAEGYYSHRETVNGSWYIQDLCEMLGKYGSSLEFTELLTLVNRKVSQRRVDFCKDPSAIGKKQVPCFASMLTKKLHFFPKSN
# SIRT5 block – SIRT5 desuccinylase inhibitors, primary screen, biochemical, fluorescence imaging, single point, set 5. AID 652115, 2013. actives 1.1% (n = 330,000). inhibition, % at 15 µM. Purified SirT5, succinyl-peptide AMC, trypsin-coupled fluorescence. NAD-dependent protein deacylase sirtuin-5, mitochondrial (Homo sapiens), Q9NXA8; in the data active = inhibition above about 15%
# Target sequence (Q9NXA8 whole entry, looked up): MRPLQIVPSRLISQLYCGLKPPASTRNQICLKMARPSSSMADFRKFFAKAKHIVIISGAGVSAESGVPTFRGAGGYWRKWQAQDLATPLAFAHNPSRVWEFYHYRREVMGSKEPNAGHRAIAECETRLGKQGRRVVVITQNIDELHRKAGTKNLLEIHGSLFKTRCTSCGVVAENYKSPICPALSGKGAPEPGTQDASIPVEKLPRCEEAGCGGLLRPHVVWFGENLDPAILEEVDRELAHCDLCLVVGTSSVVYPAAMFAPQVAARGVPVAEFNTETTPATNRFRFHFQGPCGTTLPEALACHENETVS
# FN deposit inh – inhibitors of fibronectin matrix deposition, primary screen, AH1F cells, Alexa488-fibronectin fluorescence, plate reader | AH1F fibroblasts, overnight | inhibition, % at 12.6 µM | actives 0.086% (n = 350,000);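 active = mean inhibition across replicates of 30% or more, regardless of how many single replicates reach that level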;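 note: positive control wells lacked labelled fibronectin entirely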
#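 Assay system: AH1F fibroblasts / Quantity: 10000 cells per well / Medium: DMEM plus 2% serum, read in PBS / Reagent: labelled fibronectin 24 nM / Dosing: single dose, pinned / Times: 1 h cell attachment, overnight exposure to compound and label / Signal: fluorescence, ex 485 nm, em 525 nm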
# S100A4 MyoIIA – inhibitors of S100A4-myosin IIA peptide binding, primary screen, biochemical, fluorescence polarization, TAMRA-MyoIIA peptide | inhibition, % at 10.7 µM | actives 0.14% (n = 360,000);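 active = mean inhibition of at least 70% across replicates, with every replicate also reaching that level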
# Target sequence (P26447 whole entry, looked up): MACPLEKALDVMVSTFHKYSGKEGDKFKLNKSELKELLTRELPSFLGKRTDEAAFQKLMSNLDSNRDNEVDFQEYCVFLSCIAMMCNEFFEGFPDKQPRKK
#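 Material: S100A4 monomer protein | Medium: HEPES pH 7.2 with CaCl2, KCl, NaCl, DTT, Triton | Reagent: Labelled myosin peptide probe, 5 nM | Doses: One dose per compound | Times: 5 min incubation before reading | Benchmarks: Neutral control DMSO, positive control TFP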
# C2C12 statin – suppressors of statin myotoxicity in C2C12 myotubes, primary screen, cell-based, single point, plate reader; rescue of ATP level, % at 7.49 µM; C2C12 myotubes + simvastatin, ATP luminescence, 48 h; scaled: DMSO 0, geranylgeraniol control 100; AID 602340, 2012; actives 0.78% (n = 330,000);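 active = mean ATP rescue above about 67%, or every replicate alone reaching that limit, limit read from the data, passing the limit was not always enough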;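 note: myotubes were challenged with 10 µM simvastatin during compound exposure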
# Active calls of the source: *; x = no result given; & = joins results of further samples; ! = a repeat was not active. An excerpt, so the mix of outcomes need not match the whole.
SMILES,LGR2 antag,esBAF inh,CASP6 VEID inh,SIRT5 block,FN deposit inh,S100A4 MyoIIA,C2C12 statin
COc1ccc(Br)c(C(=O)N2CCN(S(=O)(=O)/C=C/c3ccccc3)CC2)c1,8,-3,9,-4,3,-3,17
CC(=O)N1CCN(Cc2cc(=O)oc3ccccc23)CC1,-6,3,2,-1,-15,-1,0
Cc1cccc(NC(=O)C2CCN(C(=O)c3ccccc3C)CC2)n1,-2,3,-2,7,-2,1,-3
Cc1ccc(C(=O)N(C)Cc2ccc(N3CCOCC3)cc2)cc1S(=O)(=O)NCc1ccccc1,-16,-1,4,-5,7,-2,2
Cn1cnc(S(=O)(=O)N2CCCCC2c2cc(C(=O)NCc3ccc(F)cc3)no2)c1 (stereo not given),-3,-8,-1,x,-6,1,-13
CC(=O)N/C(=C\c1ccccc1)C(=O)OC(C)C(=O)c1ccccc1 (stereo not given),14,-2,2,1,0,-2,8
CC(C)[C@@H](CO)NC(=O)[C@H]1[C@@H](c2ccccc2)N(c2ccccc2)O[C@@H]1C,x,x,0,0,x,1,x
O=C(Nc1nnc(SCC(=O)N2CCCCC2)s1)c1ccccc1F,-11,8,-4,x,1,-7,-9
O=C(CSc1ccccc1)NC(=O)NCc1ccccc1,-8,x,-8,x,-5,-3,x
COc1ccc(NC(=O)CCCNC(=O)Cn2cnc3sc(C)c(C)c3c2=O)cc1Cl,1,4,x,0,-10,-1,4
CC1CCC(=NO)C(=NO)C1 (stereo not given),-6,5,-1,x,1,-2,2
Cc1csc2sc(-c3ccnc(SCC(=O)NCc4ccccc4)n3)c(C)c12,-14,x,-1,-2,0,-1,x
Cc1ccc([C@@H]2C[C@H]3[C@@H](CN2S(=O)(=O)c2ccc(Cl)cc2)C(=O)C[C@@H](c2ccc(Cl)cc2)N3S(=O)(=O)c2ccccc2C)cc1,6,-5,-3,1,-6,-7,16
O=C(O)c1ccc(Nc2cccc(F)c2)c([N+](=O)[O-])c1,-7,0,3,1,1,-7,-6
CCCN1CCN(C(=O)c2oc3c(Cl)cccc3c2C)CC1,7,5,-3,0,11,4,-5
CCN(CC)C(=O)CCCSc1nnc(Nc2ccccc2F)s1,-64,x,-4,-1,-1,1,x
Cc1noc(C)c1NC(=O)N[C@H]1C=C[C@@H](CC(=O)Nc2ccccc2)O[C@H]1CO,14,1,-4,1,x,-10,5
CC(=O)Nc1ccc(SC[C@H](c2ccccc2)N2CCN(CCc3ccccc3)CCC2=O)cc1,19,x,x,x,11,28,x
O=C(NC(Nc1ncc(S(=O)(=O)c2ccc([N+](=O)[O-])cc2)s1)(C(F)(F)F)C(F)(F)F)c1ccc(Cl)cc1,x,-19,x,x,9,x,-18
Cc1nc(C)c(C(=O)OCC(=O)NCCc2ccc(S(N)(=O)=O)cc2)s1,10,-1,0,-2,-2,-4,4
C[C@H](CO)N1C[C@H](C)[C@@H](CN(C)S(=O)(=O)c2ccccc2F)Oc2ncc(C#Cc3cccnc3)cc2C1=O,-12&1,5&-5&2,36*!,-5&-1&2,-2&3,-3&5&-8,3&-10&-4
Cc1noc(C)c1S(=O)(=O)N(C)C[C@@H]1Oc2ccc(NC(=O)Nc3ccccc3)cc2C(=O)N([C@@H](C)CO)C[C@@H]1C,-2,-4,x,x,x,x,-49
Cc1ccc(CNC(=O)C2CCCN(S(=O)(=O)c3ccc(-n4cnnn4)cc3)C2)cc1 (stereo not given),-6,8,-1,-2,7,-9,-14
NC[C@H](Cc1ccccc1)NCCc1cc(C(F)(F)F)cc(C(F)(F)F)c1,14,-4,5,-8,2,9,-4
Cc1ccc2c(COC(=O)CNC(=O)c3ccccc3)cc(=O)oc2c1,-28,x,-3,-3,-1,3,x

# 4 records picked at random from the list so far:
SMILES,LGR2 antag,esBAF inh,CASP6 VEID inh,SIRT5 block,FN deposit inh,S100A4 MyoIIA,C2C12 statin
CC(=O)Nc1ccc(SC[C@H](c2ccccc2)N2CCN(CCc3ccccc3)CCC2=O)cc1,19,x,x,x,11,28,x
Cc1noc(C)c1S(=O)(=O)N(C)C[C@@H]1Oc2ccc(NC(=O)Nc3ccccc3)cc2C(=O)N([C@@H](C)CO)C[C@@H]1C,-2,-4,x,x,x,x,-49
Cc1nc(C)c(C(=O)OCC(=O)NCCc2ccc(S(N)(=O)=O)cc2)s1,10,-1,0,-2,-2,-4,4
CC(=O)N1CCN(Cc2cc(=O)oc3ccccc23)CC1,-6,3,2,-1,-15,-1,0

# More results follow.
SMILES,LGR2 antag,esBAF inh,CASP6 VEID inh,SIRT5 block,FN deposit inh,S100A4 MyoIIA,C2C12 statin
CCOC(=O)N1CCN(CC(=O)Nc2ccc(C)cc2)CC1,-11,3,-2,-1,x,7,-11
N#Cc1cc(C(=O)c2ccccc2O)cn(-c2ccc(Cl)cc2)c1=O,-31,x,-2,6,1,-6,x
Cc1ccc(C(=O)CCC(=O)OC(C)C(=O)NC2CCCCC2C)cc1 (stereo not given),-7,-4,-1,-8,4,3,16
N#Cc1ccc(CSc2nnc(-c3ccncc3)n2CCc2ccccc2)cc1,x,-8,x,x,0,x,2
CCOC(=O)N1CCN(C(=O)CN2C(=O)NC(C)(c3ccc4ccccc4c3)C2=O)CC1 (stereo not given),12,3,-1,9,-9,4,12
CCN(CC)CCOC(=O)c1ccc(NC(=O)c2cccc(C)c2[N+](=O)[O-])cc1,1,x,-6,-3,6,-11,x
CS(=O)(=O)Nc1ccccc1C(=O)NCC1(N2CCCCC2)CCCCC1,18,5,-2,-6,0,-56,-3
O=C(Nc1ccc([N+](=O)[O-])cc1)Nc1ccc(Cl)cc1F,-13,x,-3,3,-1,-4,x
Cc1ccc(NC(=O)CCNS(=O)(=O)c2cccc3nsnc23)cc1F,-6,1,-3,-3,-13,7,-1
Cc1cc(OCC(=O)NCC(c2cccs2)N2CCOCC2)ccc1C(C)C (stereo not given),6,6,1,0,-3,-1,-33
CC(=O)Nc1ccc(NC(=O)CCCN2C(=O)C(c3ccccc3)Oc3cccnc32)cc1 (stereo not given),-13,-9,-1,-2,1,-6,0
C/C=C/c1cnc2c(c1)C(=O)N([C@H](C)CO)C[C@H](C)[C@H](CN(C)S(=O)(=O)c1cccs1)O2,-1,-1,5,2,x,-3,1
Cc1ccc(OCc2nc3ccccc3[nH]2)cc1,-9,19,0,0,1,-14,-6
COCCCC1CCN(Cc2nc(-c3ccccc3)no2)CC1,-62,x,-1,6,-13,1,x
CC(=O)c1cccc(OCC(=O)c2cc(C)n(-c3cc(C)on3)c2C)c1,x,1,1,-6,-5,-3,18
Cc1cc(SCC(=O)c2ccc(Cl)cc2)nc(=O)[nH]1,-42,-36,27,3,0,-3,9
Cc1nn2c3c(cnc2c1-c1ccccc1)C(=O)CC(c1ccccc1)C3 (stereo not given),8,-1,x,x,-3,x,6
Cc1ccc(NC(=O)CN(C)C(=O)c2ccc(S(=O)(=O)N(C)c3ccccc3)cc2)cc1,8,-9,-2,1,7,35,0
COc1cccc(S(=O)(=O)N(C)C[C@@H]2Oc3cc(C4=CCCCC4)ccc3S(=O)(=O)N([C@H](C)CO)C[C@@H]2C)c1,x,-14,-2,26*,x,3,-25
COc1ccc(Oc2ccc(C(F)(F)F)cc2N)cc1,-33,43*,0,-3,1,-1,-2
CCC(=O)NC(=S)Nc1ccc(NC(=O)c2ccco2)cc1,-43,34,-7,-3,2,0,-2
CN(C)S(=O)(=O)c1ccc(C(=O)Nc2cccc(S(=O)(=O)NC3=NCCC3)c2)cc1,4,-2,2,0,-4,-4,4
O=C(Nc1nc(-c2cccc(Br)c2)cs1)Oc1ccccc1,-33,45*,-1,1,x,10,5
COc1ccccc1CNC(=O)C1CC(c2ccccc2F)=NO1 (stereo not given),-31,24,3,-1,8,1,6
Cc1ccc(CN2CCN(/N=C/c3cc(Br)ccc3F)CC2)cc1,15,-3,-1,5,3,7,18

# Following part:
SMILES,LGR2 antag,esBAF inh,CASP6 VEID inh,SIRT5 block,FN deposit inh,S100A4 MyoIIA,C2C12 statin
CCC1(C)Cc2c(C#N)c(SC)nc(N3CCOCC3)c2CO1 (stereo not given),8,-3,7,-2,7,2,0
CCNC(=S)N(CCc1c(C)[nH]c2ccc(Cl)cc12)Cc1cccnc1,-7,-4,-9,-6,-4,-5,-11
Cc1ccccc1-c1csc(C(O)c2ccc(F)c(F)c2)n1 (stereo not given),-29,3,3,x,3,-2,-9
C=CCn1c(SCC(=O)c2ccc(O)c(O)c2)nnc1-c1cccc(Cl)c1,11,-41,20,9,-2,-1,12
CCNC(=O)C[C@H]1CC[C@@H]2[C@H](COC[C@@H](O)CN2C(=O)Nc2c(C)noc2C)O1,17,5,-1,-3,-11,1,2
CCOC(=O)N1CCC(Nc2ncnc3c2cnn3-c2ccc(Cl)cc2)CC1,-6,-1,0,2,x,-7,-18
C[C@H](CO)N1C[C@H](C)[C@H](CN(C)Cc2ccccn2)Oc2ncc(C3=CCCCC3)cc2C1=O,8,0,2,-5,3,8,-3
CCc1ccc(CN(C(=O)c2cc3ccccc3oc2=O)C2CCS(=O)(=O)C2)cc1 (stereo not given),x,86*,x,x,19,x,1
Cc1cccc(NC(=O)CN2C(=O)CCSc3ccc(S(=O)(=O)N4CCOCC4)cc32)c1C,-5,1,11,1,1,-11,0
O=C(CNCc1ccccc1)Nc1ccccc1-c1ccccc1,x,x,2,-2,-8,1,x
Cc1ccc(N=Nc2ccc(C)cc2NC(=O)Nc2ccccc2F)cc1,-33,11,3,-1,6,2,5
COc1ccc(NC(=O)N(C)C[C@H]2OCCCC[C@H](C)Oc3ccc(NS(C)(=O)=O)cc3C(=O)N([C@@H](C)CO)C[C@H]2C)cc1,0,-1,1,-1,x,7,x
Cc1noc(C)c1NC(=O)N(C)C[C@@H]1Oc2c(NC(=O)c3ccc(-c4nccs4)cc3)cccc2C(=O)N([C@@H](C)CO)C[C@H]1C,4,3,0,6,-2,-1,16
CCOc1ccc(Cl)cc1-c1cc(C(=O)NCCc2ccncc2)[nH]n1,-19,-6,1,x,0,0,-2
C[C@@H]1CN([C@@H](C)CO)C(=O)c2cc(-c3cccc(F)c3)cnc2O[C@@H]1CN(C)Cc1ccccc1,9,10,-1,0,-13,13,6
CN1CCN(c2ccc(Cl)cc2NC(=O)/C=C/c2cccc(F)c2)CC1,7,x,9,7,2,-4,x
COc1ccc(S(=O)(=O)N2CCN(C(=S)NCCc3ccccc3)CC2)cc1,2,-8,4,-2,10,-24,-14
CN(C)c1ccc(CC(=O)N2CCCCC2c2cc(C(=O)Nc3ccccc3Cl)no2)cc1 (stereo not given),4,-7,0,x,1,-2,11
COc1cc(/C=C/C(=O)OCC(=O)N2CCN(S(=O)(=O)c3ccc(C)cc3C)CC2)cc(Cl)c1OC,5,7,1,-3,5,-2,1
CCc1ccccc1NNC(=O)c1snnc1C,2,5,4,1,-4,0,15
CC1=NN(C(N)=S)C(=O)C1N=Nc1ccc(O)cc1 (stereo not given),-25,23,23,-2,3,1,-7

# Single records, as listed above. Screens in order: LGR2 antag, esBAF inh, CASP6 VEID inh, SIRT5 block, FN deposit inh, S100A4 MyoIIA, C2C12 statin
# Record of C[C@H](CO)N1C[C@H](C)[C@@H](CN(C)S(=O)(=O)c2ccccc2F)Oc2ncc(C#Cc3cccnc3)cc2C1=O : -12&1, 5&-5&2, 36*!, -5&-1&2, -2&3, -3&5&-8, 3&-10&-4
# Record of NC[C@H](Cc1ccccc1)NCCc1cc(C(F)(F)F)cc(C(F)(F)F)c1 : 14, -4, 5, -8, 2, 9, -4
# Record of CC1CCC(=NO)C(=NO)C1 (stereo not given) : -6, 5, -1, x, 1, -2, 2
# Record of Cc1ccc(C(=O)CCC(=O)OC(C)C(=O)NC2CCCCC2C)cc1 (stereo not given) : -7, -4, -1, -8, 4, 3, 16
# Record of CCC(=O)NC(=S)Nc1ccc(NC(=O)c2ccco2)cc1 : -43, 34, -7, -3, 2, 0, -2
